NOD1 inhibition – inhibition of NOD1-driven NF-kB reporter – cell-based, luminescence, uHTS, primary screen (AID 1578) | NOD1-driven NF-kB luciferase reporter cells, luminescence; higher % means a stronger effect | one-dose inhibition, % at 4 µM; EC50 in µM for titrated hits | 290,000 tested, 1% active; in the data active = inhibition mostly above about 36%, no sharp cut-off; inactive = mostly below about 34%;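 also: HEK-293T reporter cells stimulated with the NOD1 agonist gamma-tri-DAP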
HEK293 NOD2/NF-kB – NOD2 signaling inhibitors, cell-based, luminescence, uHTS, HEK293 (AID 1566); HEK293 NOD2/NF-kB luciferase reporter, luminescence; higher % means a stronger effect; inhibition, % at 4 µM, or EC50 in µM where a hit was titrated; 290,000 tested, 0.63% active; also: many of its hits are not listed in these tables
KOR beta-arrestin-1 – kappa opioid receptor blockers – cell-based, luminescence, uHTS (AID 1778) | inhibition, % at 10 µM; hits with a dose series show IC50 in µM | 290,000 tested, 0.091% active | KOR beta-arrestin recruitment, luminescence, antagonist mode; higher % means a stronger effect; also: strong numbers were not always called active
KOR beta-arrestin-2 – kappa opioid receptor activators – cell-based, luminescence, uHTS, primary screen (AID 1777) | 280,000 tested, 0.02% active | one-dose activation, % at 10 µM; EC50 in µM for titrated hits | KOR beta-arrestin recruitment, luminescence; higher % means a stronger effect; in the data active = activation above about 50%, passing the limit was not always enough; also: a part of the inactive calls stands beside numbers as strong as those of hits
AID2073 – inhibitors of Mint1-CaV2.2 protein interaction, biochemical, HTRF (AID 2073); inhibition, % at 20 µM, or IC50 in µM where a hit was titrated; 290,000 tested, 0.19% active; HTRF protein-protein interaction, Mint1-CaV2.2; higher % means a stronger effect; in the data active = inhibition mostly above about 51%, no sharp cut-off; inconclusive = no clear call, values can overlap the other calls; inactive = mostly below about 53%; also: some results filed as inactive read as strong as hits
Dynein cargo inh – dynein cargo transport inhibition; 220,000 tested, 0.47% active; z-score, hits read low; 3617.4 mouse cells, GR-EGFP nuclear translocation imaging; test concentration mostly 20 µM; stimulated with dexamethasone, 1 µM; active compounds read low;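 active = plate z-score of nuclear minus cytoplasmic receptor signal below a set negative limit, without overly bright fluorescence or cell loss, cut at about -3.5 in these data, passing the limit was not always enough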;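 also: z-score of nuclear minus cytoplasmic ring GR-EGFP intensity difference per well; some compounds called inactive have numbers as strong as hits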
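Buffer or medium: tet-free medium with charcoal-stripped serum / Also added: dexamethasone agonist, 1.0 µM final, for 30 min / Timing: induction 48 h, compound 1 h, agonist 30 min / Measured by: high-content fluorescence imaging after fixation / Read-out: nuclear-to-cytoplasmic GR-EGFP distribution per well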
M1AAP inhibition – P. falciparum M1AAP inhibitors, biochemical, fluorogenic H-Leu-NHMec substrate, 1536-well (AID 1445) | recombinant M1AAP, H-Leu-NHMec fluorogenic kinetic assay; higher % means a stronger effect | 220,000 tested, 0.42% active | inhibition, % at 30 µM; hits with a dose series show IC50 in µM;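 active = primary inhibition above the hit cutoff, then over 50% inhibition at one or more dose response concentrations, cut at about 23% in these data, passing the limit was not always enough; inconclusive = conflicting primary data, or primary hits not chosen for dose response; inactive = low primary inhibition, or under 50% at every dose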;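 also: plate controls were DMSO full reaction for no effect and no enzyme background for full effect; strong numbers were not always called active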
GPR55 activation – GPR55 agonists via beta-arrestin recruitment, primary screen, imaging, U2OS cells, beta-arrestin-GFP redistribution (AID 1961). U2OS GPR55 beta-arrestin-GFP redistribution imaging; higher % means a stronger effect. activation, % at 10 µM, or EC50 in µM where a hit was titrated. 290,000 tested, 0.048% active;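 active = activation above 40% with more than 50 cells counted in the well; inconclusive = wells holding fewer than 50 cells, flagged as toxic or sparse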;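 also: U2OS osteosarcoma cells stably expressing GPR55 and beta-arrestin-GFP; plate controls were DMSO negative control for no effect and LPI positive control for full effect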
P. falciparum M17LAP – P. falciparum M17LAP inhibitors, primary screen, biochemical, fluorogenic H-Leu-NHMec substrate, 1536-well (AID 1619). recombinant M17LAP, H-Leu-NHMec fluorogenic kinetic assay; higher % means a stronger effect. one-dose inhibition, % at 30 µM; IC50 in µM for titrated hits. 220,000 tested, 0.38% active;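 active = compound inhibiting the enzyme by more than half at any dose during confirmatory dose-response retesting; inconclusive = strong single-dose inhibitors picked by rank but not retested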;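 also: plate controls were full reaction with DMSO carrier for no effect and no enzyme background for full effect; strong numbers were not always called active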
Dynein cargo inh cytoplasmic EGFP – further read-out of Dynein cargo inh, marked with its call; z-score; measured here: cytoplasmic GR-EGFP intensity; active compounds read high
Dynein cargo inh nuclear GR-EGFP – recorded beside Dynein cargo inh, whose call it bears; z-score; measured here: nuclear GR-EGFP intensity;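 lower value marks the stronger effect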
Dynein cargo inh cell count – second read-out of Dynein cargo inh, no call of its own (marks repeat the call); z-score; measured here: cell count per field
Starred values were filed as active, the others as inactive; ? = inconclusive; · = no result given; [ ] = remark or other dose. Rule as the data show it, unless noted: active = inhibition above about 50%; inactive = the rest. An excerpt; rates above refer to the full screens.

SMILES	NOD1 inhibition	HEK293 NOD2/NF-kB	KOR beta-arrestin-1	KOR beta-arrestin-2	AID2073	Dynein cargo inh	Dynein cargo inh cytoplasmic EGFP	Dynein cargo inh nuclear GR-EGFP	Dynein cargo inh cell count	M1AAP inhibition	GPR55 activation	P. falciparum M17LAP
COc1ccccc1OCC(O)Cn1c(Br)nc2c1c(=O)[nH]c(=O)n2C (centres undefined)	-3%	9%	-11%	-8.8%	-5%	0.26	-0.23	0.43	-0.66	2%	0.1%	15%
COc1cc(CN(CC2CCCO2)C(=O)c2cccs2)cc(OC)c1OC (centres undefined)	-19%	-6%	-41%	-2.6%	4%	·	·	·	·	·	-0.1%	·
Cc1ccccc1OCCn1cnc2c(N)ncnc21	-24%	-4%	4%	-0.3%	6%	0.19	-0.25	0.047	0.58	6%	-0.1%	-7%
CCOP(=O)(OCC)c1nc(-c2ccc(Cl)cc2)oc1NCc1ccccc1	-14%	-4%	24%	-0.1%	1%	-0.45	-0.29	-0.11	0.39	5%	0.9%	5%
COc1ccc(NC(=O)c2ccco2)cc1NC(=O)c1cccc(F)c1	-10%	14%	-19%	0.9%	9%	·	·	·	·	·	-0.1%	·
CCOc1ccc(S(=O)(=O)N2CCN(S(=O)(=O)c3ccc(OCC)cc3)C(C)C2)cc1 (centres undefined)	-7%	-8%	-41%	14%	-2%	0.27	-0.29	0.77	0.016	5%	0.1%	16%
Cc1ccc2nc(SCC(=O)N3CCCC3)[nH]c2c1	-80%	-83%	-15%	5.4%	7%	-0.62	1.4	0.11	-0.017	19%	-0.5%	-5%
CC(C)c1nc(NCC2CCCO2)c(C#N)c2c1COC(C)(C)C2 (centres undefined)	-3%	-5%	5%	3.5%	1%	-0.91	0.039	-0.5	-2.1	7%	-0.2%	6%
COc1ccc(OCCN2CCN(C(=O)c3ccc(OC)c(OC)c3)CC2)cc1	-12%	32%	4%	-4.4%	20%	·	·	·	·	·	·	·
O=c1nc(N2CCCC2)nc(N2CCCC2)[nH]1	-27%	9%	11%	-2.6%	-2%	·	·	·	·	·	0.2%	·
COc1cc(OC)cc(C(=O)NCC(=O)OCC(=O)NC(C)(C)C)c1	-13%	8%	2%	-1.3%	-2%	-0.21	-0.086	-0.23	-0.77	-3%	-0.2%	-1%
COc1ccc(-c2nnc(SCC(=O)Nc3cc(C)on3)n2C)cc1OC	-4%	17%	12%	-3.4%	9%	2.8	-0.24	1.5	-0.47	6%	0.2%	-8%
Cc1ccc(C(=O)c2cc3ccccc3o2)cc1C	-78%	-72%	-10%	1.1%	10%	0.0043	-0.23	-0.00081	0.96	8%	-0.1%	5%
O=C(/C=C/c1ccc(Cl)cc1Cl)Nc1cccc(S(=O)(=O)NC2=NCCCCC2)c1	-15%	-40%	·	-3.3%	11%	-0.72	-0.24	-0.31	0.76	3%	1.2%	3%
COc1ccc(C(=O)NC(=S)N(Cc2ccccc2)Cc2ccccc2)cc1	24%	-13%	-4%	-1.4%	6%	0.37	-0.0084	0.032	-0.52	8%	0.3%	-6%
Cn1c(=O)c2c(nc(SCc3ccccc3)n2Cc2ccc(Cl)cc2)n(C)c1=O	5%	18%	21%	7.1%	-18%	-0.37	-0.18	-0.22	-0.65	5%	0.5%	1%
CC1CCCN(Cc2cnc(Cl)s2)C1 (centres undefined)	-6%	14%	17%	-3.9%	2%	0.31	-0.24	-0.41	0.26	1%	-0.2%	-1%
CCn1c(-c2cc(-c3ccc(C)cc3)nc3ccccc23)n[nH]c1=S	-17%	-10%	-23%	-4.7%	15%	0.35	0.91	0.28	-0.46	-8%	0.2%	-4%
CN(C)c1ccnc(Oc2ccccc2)c1C#N	29%	4%	0%	-0.4%	0%	-0.42	0.55	-0.29	2	-4%	0.3%	-8%
Cc1ccc(C(=O)N(NC2=NS(=O)(=O)c3ccccc32)S(=O)(=O)c2ccc(C)cc2)cc1	13%	24%	13%	-0.2%	0%	-0.25	-0.21	-0.025	0.12	?	0.2%	24%

Some of the entries so far, with bars between the fields.
canonical_smiles | NOD1 inhibition | HEK293 NOD2/NF-kB | KOR beta-arrestin-1 | KOR beta-arrestin-2 | AID2073 | Dynein cargo inh | Dynein cargo inh cytoplasmic EGFP | Dynein cargo inh nuclear GR-EGFP | Dynein cargo inh cell count | M1AAP inhibition | GPR55 activation | P. falciparum M17LAP
COc1ccccc1OCC(O)Cn1c(Br)nc2c1c(=O)[nH]c(=O)n2C (centres undefined) | -3% | 9% | -11% | -8.8% | -5% | 0.26 | -0.23 | 0.43 | -0.66 | 2% | 0.1% | 15%
COc1cc(CN(CC2CCCO2)C(=O)c2cccs2)cc(OC)c1OC (centres undefined) | -19% | -6% | -41% | -2.6% | 4% | · | · | · | · | · | -0.1% | ·
Cc1ccccc1OCCn1cnc2c(N)ncnc21 | -24% | -4% | 4% | -0.3% | 6% | 0.19 | -0.25 | 0.047 | 0.58 | 6% | -0.1% | -7%
CCOP(=O)(OCC)c1nc(-c2ccc(Cl)cc2)oc1NCc1ccccc1 | -14% | -4% | 24% | -0.1% | 1% | -0.45 | -0.29 | -0.11 | 0.39 | 5% | 0.9% | 5%
COc1ccc(NC(=O)c2ccco2)cc1NC(=O)c1cccc(F)c1 | -10% | 14% | -19% | 0.9% | 9% | · | · | · | · | · | -0.1% | ·
CCOc1ccc(S(=O)(=O)N2CCN(S(=O)(=O)c3ccc(OCC)cc3)C(C)C2)cc1 (centres undefined) | -7% | -8% | -41% | 14% | -2% | 0.27 | -0.29 | 0.77 | 0.016 | 5% | 0.1% | 16%
Cc1ccc2nc(SCC(=O)N3CCCC3)[nH]c2c1 | -80% | -83% | -15% | 5.4% | 7% | -0.62 | 1.4 | 0.11 | -0.017 | 19% | -0.5% | -5%

Returning to the listing, starting 2 compounds before the break.
SMILES	NOD1 inhibition	HEK293 NOD2/NF-kB	KOR beta-arrestin-1	KOR beta-arrestin-2	AID2073	Dynein cargo inh	Dynein cargo inh cytoplasmic EGFP	Dynein cargo inh nuclear GR-EGFP	Dynein cargo inh cell count	M1AAP inhibition	GPR55 activation	P. falciparum M17LAP
CN(C)c1ccnc(Oc2ccccc2)c1C#N	29%	4%	0%	-0.4%	0%	-0.42	0.55	-0.29	2	-4%	0.3%	-8%
Cc1ccc(C(=O)N(NC2=NS(=O)(=O)c3ccccc32)S(=O)(=O)c2ccc(C)cc2)cc1	13%	24%	13%	-0.2%	0%	-0.25	-0.21	-0.025	0.12	?	0.2%	24%
O=C(CCNC(=O)N1CC(=O)Nc2ccccc21)Nc1cccc(Cl)c1	2%	2%	6%	-2.3%	6%	·	·	·	·	·	-0.1%	·
O=C(NC1C2CC3CC(C2)CC1C3)c1ccc(Br)o1 (centres undefined)	8%	24%	14%	-2.7%	14%	·	·	·	·	·	-0.1%	·
CN1CCN(c2ccc(Cl)cc2NC(=O)c2ccc([N+](=O)[O-])cc2)CC1	3%	19%	-27%	-0.3%	2%	-0.52	-0.83	-0.59	0.18	4%	0.0%	-5%
Cc1nc(=O)c(-c2ccccc2)c(C)n1-c1ccc(S(N)(=O)=O)cc1	-10%	3%	-14%	1.9%	0%	-1	-0.23	-0.47	1.1	8%	0.2%	7%
Cc1ccccc1NC(=O)CN1C(=O)S/C(=C\c2cccn2-c2cccc(C(=O)O)c2)C1=O	5%	20%	14%	-2.6%	-8%	2.2	-0.21	0.78	-1.6	8%	0.3%	44%
NC(=O)c1ccc(N=Nc2c(O)c3ccccc3[nH]c2=O)cc1	-4%	-16%	22%	1.8%	8%	-0.39	0.25	-0.34	1.3	-3%	-0.1%	0%
CC(=O)Nc1ccc(S(=O)(=O)N(C)CC(=O)OCC(=O)Nc2cccnc2Cl)cc1	-16%	3%	-11%	12%	5%	-0.61	-0.33	-0.77	0.81	3%	0.0%	3%
COC(=O)c1cc(NC(=O)c2cccnc2)ccc1N1CCOCC1	7%	3%	-26%[20 µM]	·	-1%	-0.68	-0.28	-0.085	0.64	2%	-0.1%	-4%
Cc1ccc(-c2nnc(CCC(=O)N(C)Cc3nccs3)o2)s1	-62%	-48%	-38%[20 µM]	·	2%	3.5	-0.18	1.2	-1.4	-3%	-0.1%	-19%
COc1ccc(C(=O)NC2CCCc3ccccc32)cc1Br (centres undefined)	-4%	14%	-8%	-3.9%	7%	·	·	·	·	·	-0.1%	·
COc1ccc(CN2CCNC(=O)C2CC(=O)O)c(OC)c1 (centres undefined)	-11%	10%	36%	-2.4%	-5%	-0.85	-0.27	-0.32	0.7	8%	0.5%	7%
COc1ccc(Cl)cc1C(=O)n1cnc2ccccc21	-14%	7%	-45%[20 µM]	-3.2%	0%	·	·	·	·	·	-0.1%	·
O=C(Nn1cnnc1)c1cc(Cl)ccc1Cl	27%	-15%	19%[20 µM]	-3.1%	1%	·	·	·	·	·	-0.3%	·
CN(C(=O)COC(=O)c1ccccc1C(=O)N(C)c1ccccc1)c1ccccc1	-10%	11%	31%	-2.4%	8%	·	·	·	·	·	-0.1%	·
O=C(O)c1cncc(C#Cc2ccccc2)c1	1%	1%	18%	-0.5%	13%	·	·	·	·	·	-0.1%	·
Cc1ccc(-c2cc(C(=O)N3CCC(C)CC3)c3ccccc3n2)cc1	-11%	9%	0%	-1.8%	0%	·	·	·	·	·	-0.1%	·
N/C(=N\S(=O)(=O)c1cc(C(F)(F)F)cc(C(F)(F)F)c1)c1ccc(Cl)cc1	-8%	5%	-1%	0.5%	1%	-0.99	-0.22	-0.43	0.4	6%	-0.2%	-2%
CN(c1ccccc1)S(=O)(=O)c1ccc(Cl)c(C(=O)OCC(=O)NC2CCS(=O)(=O)C2)c1 (centres undefined)	-31%	20%	0%	-6.0%	-8%	-0.024	-0.29	-0.011	0.033	4%	-0.1%	-1%
Cc1cc(=O)[nH]c(SCc2nnc(-c3ccccc3)o2)n1	-10%	-3%	24%	-2.0%	-13%	-0.46	-0.13	0.057	0.28	-2%	-0.1%	12%
Cc1ccc2sc(NNC(=O)C3=COCCO3)nc2c1C	-47%	9%	-34%	1.5%	0%	-0.13	-0.25	-0.65	0.73	1%	-0.6%	15%

Source: PubChem BioAssay (several laboratories)
